APP 5'UTR act = APP 5'UTR luciferase reporter activation; 190,000 compounds, 1% hits; SH-SY5Y APP 5'UTR luciferase reporter, luminescence; zero percent = DMSO vehicle wells; activation, % at 2 µM;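 active means activation above a set limit, based on mean plus 3 SD of controls, cut at about 140% in these data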; further: values of inactives mirror those of a sister screen read the other way
TLR4-MyD88 BLA = inhibitors of human TLR4-MyD88 binding; O00206+Q99836; HeLa CL3-4 TLR4/MyD88 BLA complementation, FRET ratio; inhibition, % at 8.4 µM; 200,000 compounds, 0.18% hits; AID 861; in the data active means inhibition above about 25%;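 further: 0% = vehicle and 100% = reference inhibitor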
Target sequence (O00206 whole entry, looked up): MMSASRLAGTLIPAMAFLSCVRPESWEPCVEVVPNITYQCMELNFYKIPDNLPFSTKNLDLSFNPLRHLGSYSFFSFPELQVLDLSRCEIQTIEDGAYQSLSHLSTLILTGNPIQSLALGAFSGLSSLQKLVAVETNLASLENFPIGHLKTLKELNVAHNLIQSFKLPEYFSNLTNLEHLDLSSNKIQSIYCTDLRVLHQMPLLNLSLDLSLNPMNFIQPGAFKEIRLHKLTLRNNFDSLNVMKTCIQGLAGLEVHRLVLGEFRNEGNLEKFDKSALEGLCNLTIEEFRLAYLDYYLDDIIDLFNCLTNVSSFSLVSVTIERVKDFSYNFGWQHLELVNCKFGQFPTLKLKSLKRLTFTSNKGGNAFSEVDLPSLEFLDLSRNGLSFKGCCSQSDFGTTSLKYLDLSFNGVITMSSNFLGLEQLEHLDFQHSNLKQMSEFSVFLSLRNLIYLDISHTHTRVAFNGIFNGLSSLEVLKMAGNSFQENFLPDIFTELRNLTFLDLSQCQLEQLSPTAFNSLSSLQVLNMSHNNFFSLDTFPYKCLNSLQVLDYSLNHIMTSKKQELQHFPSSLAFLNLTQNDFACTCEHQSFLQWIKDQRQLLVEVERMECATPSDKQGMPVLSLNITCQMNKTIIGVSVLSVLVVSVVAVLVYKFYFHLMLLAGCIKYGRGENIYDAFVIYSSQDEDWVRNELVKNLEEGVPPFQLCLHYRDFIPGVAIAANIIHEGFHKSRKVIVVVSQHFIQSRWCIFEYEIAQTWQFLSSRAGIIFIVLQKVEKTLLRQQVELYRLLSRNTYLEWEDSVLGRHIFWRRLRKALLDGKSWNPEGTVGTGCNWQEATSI
Target sequence (Q99836 whole entry, looked up): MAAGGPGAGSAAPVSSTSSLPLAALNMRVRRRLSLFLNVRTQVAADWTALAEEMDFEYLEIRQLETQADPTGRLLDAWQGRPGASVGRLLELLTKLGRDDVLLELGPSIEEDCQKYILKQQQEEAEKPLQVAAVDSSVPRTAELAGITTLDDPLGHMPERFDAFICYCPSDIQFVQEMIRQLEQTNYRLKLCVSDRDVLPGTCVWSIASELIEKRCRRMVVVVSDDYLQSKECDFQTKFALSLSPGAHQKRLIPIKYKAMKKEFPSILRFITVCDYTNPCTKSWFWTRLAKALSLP
STAT1 blocker = STAT1 signaling inhibition | NIH 3T3 STAT1-luciferase reporter, IFN-gamma, luminescence | inhibition, % at 5.5 µM | 200,000 compounds, 0.35% hits;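 active means inhibition above a set limit, the mean inhibition across all tested compounds plus 3 SD, cut at about 34% in these data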;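 further: 0% = IFN-gamma with DMSO and 100% = IFN-gamma with 300 µM nifuroxazide; values of inactives mirror those of a sister screen read the other way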
NF-kB neuron act = compounds increasing NF-kB expression in human neuronal cells | NF-kB reporter expression; hits give high values | fold change at 12.5 µM | 190,000 compounds, 1.6% hits | AID 1239; in the data active means fold change above about 3.3
STAT3 inh = reduces IL-6 driven STAT3 reporter signal | inhibition, % at 5.5 µM | AID 862 | 190,000 compounds, 0.89% hits | U3A cells, IL-6 STAT3-luciferase reporter, luminescence; host cell line lacks STAT1;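 active means inhibition above the mean inhibition across all screened compounds plus 3 SD, cut at about 44% in these data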;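 further: 0% = DMSO only wells and 100% = 100 µM nifuroxazide control wells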
Efa HMGR inh = inhibitors of class II HMG-CoA reductase from Enterococcus faecalis; purified E. faecalis HMGR, NADPH absorbance 340 nm kinetic; inhibition, % at 10 µM; 190,000 compounds, 0.41% hits; AID 1066;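 active means inhibition above a set limit, the median over all tested compounds plus 3 SD, cut at about 9.5% in these data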;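 further: enzyme runs in reverse so mevalonate oxidation gives rising NADPH absorbance; 0% = complete reaction with DMSO and 100% = background rate lacking mevalonate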
STAT3 activator = activators of IL-6 induced STAT3 signaling | U3A cells, IL-6 STAT3-luciferase reporter, luminescence; 100% = signal with IL-6 EC80 alone | activation (% of control), % at 5.6 µM | 190,000 compounds, 0.91% hits | AID 871;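 active means activation above the screen-wide mean of compound activation plus 3 SD, cut at about 130% in these data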;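 further: 0% = background luminescence of wells with medium and substrate only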
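Test system: human U3A cells carrying STAT3-luciferase construct; control set: IL-6-only wells as 100% reference; timing: compound pre-incubation 1 h before IL-6, then 6 h stimulation at 37 °C; also added: IL-6 stimulus at 33 ng/mL final; evaluation: % activation versus median of IL-6-stimulated wells; detection: reporter luminescence signal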
Redox H2O2 prof = compounds producing H2O2 with reducing agent – biochemical, NIH compound library profiling, artefact control for MLSCN library redox annotation, primary screen. DTT-dependent redox cycling H2O2, phenol red/HRP absorbance; 100% = 100 µM peroxide control, 0% = buffer. activation, % at 10 µM. 200,000 compounds, 0.03% hits. AID 878;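 active means activation of at least 50% relative to the plate's high and low controls in the primary single-dose screen; inactive means activation below 50%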;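 further: compound incubated with DTT at 0.8 mM final as the reducing agent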
Hsp70 act = switches on Hsp70 transcription; HeLa Hsp70 promoter luciferase reporter, luminescence; scaled: vehicle 0, proteasome-inhibitor control 100%; activation, % at 10 µM; 200,000 compounds, 0.04% hits;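 active means activation above the mean across all tested compounds plus 3 SD, cutoff set per campaign, cut at about 5.5% in these data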;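 further: 100% = MG132 at 30 µM as the positive control and 0% = DMSO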
STAT1 activator = STAT1 signaling activation | NIH 3T3 STAT1-luciferase reporter, IFN-gamma, luminescence; 100% = IFN-gamma alone, no compound | activation (% of control), % at 5.5 µM | 200,000 compounds, 2.6% hits | AID 932;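 active means activation above the screen-wide mean activation plus 3 SD, cut at about 130% in these data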;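 further: raw ratio to IFN-gamma control signal so 100% means no change and 0% no light; values of inactives mirror those of a sister screen read the other way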
* = called active by the depositor. The order is random; about 5.6% have a hit in one of these screens.

For Clc1ccc(/C(Cc2nc3ccccc3[nH]2)=N\Nc2ccccc2)cc1 the results were APP 5'UTR act 78, TLR4-MyD88 BLA -16, STAT1 blocker -43, NF-kB neuron act 2.6, STAT3 inh 6, Efa HMGR inh -2, STAT3 activator 100, Redox H2O2 prof 0.5, Hsp70 act 0.0 and STAT1 activator 136*.
Screening O=C(O)C1CN(C(=O)c2cccc(Br)c2)C1 returned APP 5'UTR act 9, TLR4-MyD88 BLA 1, STAT1 blocker 1, NF-kB neuron act 1.1, STAT3 inh 23, Efa HMGR inh -4, STAT3 activator 88, Redox H2O2 prof -1.0, Hsp70 act 0.0 and STAT1 activator 98.
`Cc1ccc(Nc2cc(C)nc(N3CCOCC3)n2)cc1` gave APP 5'UTR act 6, TLR4-MyD88 BLA 0, STAT1 blocker -17, NF-kB neuron act 1.4, STAT3 inh -34, Efa HMGR inh -12, STAT3 activator 134*, Redox H2O2 prof 2.0, Hsp70 act 0.2 and STAT1 activator 115.
`CCOC(=O)N1CCN(c2cc(=O)n(-c3ccc(Br)cc3)c(=O)[nH]2)CC1` gave APP 5'UTR act 8, TLR4-MyD88 BLA -20, STAT1 blocker -1, NF-kB neuron act 1.1, STAT3 inh 11, Efa HMGR inh -8, STAT3 activator 98, Redox H2O2 prof -0.7, Hsp70 act 0.0 and STAT1 activator 101.
For O=C(c1ccccc1)c1ccc(OCCn2cnc3ccccc3c2=O)cc1 the results were APP 5'UTR act 9, TLR4-MyD88 BLA -9, STAT1 blocker 0, NF-kB neuron act 1.1, STAT3 inh -4, Efa HMGR inh -5, STAT3 activator 107, Redox H2O2 prof 2.2, Hsp70 act -0.4 and STAT1 activator 100.
For O=C(CSc1nc2ccccc2c(=O)n1-c1ccccc1)N/N=C/C=C/c1ccccc1[N+](=O)[O-] the results were APP 5'UTR act 1, TLR4-MyD88 BLA -8, STAT1 blocker 4, NF-kB neuron act 0.69, STAT3 inh 16, Efa HMGR inh -2, STAT3 activator 93, Redox H2O2 prof -0.8, Hsp70 act 0.0 and STAT1 activator 95.
For COc1ccc2c(c1OC)C(=O)OC2CC(=O)c1ccc(O)cc1 (stereo not drawn) the results were APP 5'UTR act -3, TLR4-MyD88 BLA -3, STAT1 blocker -6, NF-kB neuron act 1.1, STAT3 inh 8, Efa HMGR inh -4, STAT3 activator 99, Redox H2O2 prof -0.4, Hsp70 act -0.3 and STAT1 activator 106.
Cc1ccccc1NC(=O)c1cc(C(=O)c2cc(Cl)ccc2O)cn(-c2ccccc2C)c1=O was read as APP 5'UTR act 13, TLR4-MyD88 BLA -6, STAT1 blocker -23, NF-kB neuron act 0.6, STAT3 inh -5, Efa HMGR inh 1, STAT3 activator 108, Redox H2O2 prof 0.3, Hsp70 act 0.1 and STAT1 activator 121.
For O=C(c1ccc(Cn2c(=O)[nH]c3ccsc3c2=O)cc1)N1CCN(c2ccccc2)CC1 the results were APP 5'UTR act -17, TLR4-MyD88 BLA 0, STAT1 blocker 1, NF-kB neuron act 0.88, STAT3 inh 9, Efa HMGR inh -2, STAT3 activator 99, Redox H2O2 prof -0.1, Hsp70 act -0.1 and STAT1 activator 99.
Screening COc1ccc(-n2c(/C=C(\C)O)nc(=O)c3c(C)cc(C)nc32)cc1 returned APP 5'UTR act -13, TLR4-MyD88 BLA 2, STAT1 blocker 10, NF-kB neuron act 1.7, STAT3 inh 3, Efa HMGR inh -3, STAT3 activator 100, Redox H2O2 prof -0.8, Hsp70 act 0.8 and STAT1 activator 91.
For CC(C)(C)c1cc(/C=N/NC(=O)Cc2nc3ccccc3[nH]2)cc(C(C)(C)C)c1O the results were APP 5'UTR act -1, TLR4-MyD88 BLA -21, STAT1 blocker 4, NF-kB neuron act 0.98, STAT3 inh -2, Efa HMGR inh -4, STAT3 activator 99, Redox H2O2 prof 0.2, Hsp70 act -0.3 and STAT1 activator 96.
Screening CCOc1ncccc1C(=O)OCC(=O)Nc1cccc(C(C)=O)c1 returned APP 5'UTR act -16, TLR4-MyD88 BLA 4, STAT1 blocker -5, NF-kB neuron act 0.99, STAT3 inh 3, Efa HMGR inh -6, STAT3 activator 102, Redox H2O2 prof -1.4, Hsp70 act -0.2 and STAT1 activator 104.
CC(C)(C)C(=O)N1CCC[C@H]1C(O)(c1ccccc1)c1ccccc1 was read as APP 5'UTR act -3, TLR4-MyD88 BLA 1, STAT1 blocker 4, NF-kB neuron act 0.93, STAT3 inh -6, Efa HMGR inh 14*, STAT3 activator 106, Redox H2O2 prof -0.2, Hsp70 act -0.5 and STAT1 activator 95.
Cn1c(=O)c(Nc2ccc(O)cc2)c2c3c(cccc31)C(=O)c1ccccc1-2 was read as APP 5'UTR act 19, TLR4-MyD88 BLA -11, STAT1 blocker 2, NF-kB neuron act 0.63, STAT3 inh 0, Efa HMGR inh 1, STAT3 activator 98, Redox H2O2 prof 1.1, Hsp70 act -0.2 and STAT1 activator 100.
Screening CC1Cc2ccccc2N1C(=O)COC(=O)Cn1nnc(-c2ccccc2)n1 (stereo not drawn) returned APP 5'UTR act 9, TLR4-MyD88 BLA 1, STAT1 blocker -1, NF-kB neuron act 1, STAT3 inh 6, Efa HMGR inh 0, STAT3 activator 98, Redox H2O2 prof 2.0, Hsp70 act -0.4 and STAT1 activator 101.
Screening O=c1cnnc(SCc2ccc([N+](=O)[O-])cc2)[nH]1 returned APP 5'UTR act 20, TLR4-MyD88 BLA 12, STAT1 blocker -7, NF-kB neuron act 1.2, STAT3 inh 2, Efa HMGR inh -2, STAT3 activator 104, Redox H2O2 prof 0.3, Hsp70 act 0.5 and STAT1 activator 105.
`CC(C)OCCCNC(=O)c1ccc2c(c1)ncn2C1CCCC1` gave APP 5'UTR act 29, TLR4-MyD88 BLA -6, STAT1 blocker 9, NF-kB neuron act 1.3, STAT3 inh 8, Efa HMGR inh 1, STAT3 activator 93, Redox H2O2 prof 0.6, Hsp70 act -0.2 and STAT1 activator 92.
Cc1ccnc(SCC(=O)N2CCN(C(c3ccccc3)c3ccccc3)CC2)n1 was read as APP 5'UTR act -19, TLR4-MyD88 BLA -10, STAT1 blocker -3, NF-kB neuron act 0.77, STAT3 inh 5, Efa HMGR inh -6, STAT3 activator 99, Redox H2O2 prof 0.4, Hsp70 act 0.0 and STAT1 activator 103.
Screening Cc1nc2ccc(Cl)cc2c(-c2ccccc2)c1CC(=O)O returned APP 5'UTR act 6, TLR4-MyD88 BLA 1, STAT1 blocker 5, NF-kB neuron act 1.1, STAT3 inh 0, Efa HMGR inh -3, STAT3 activator 98, Redox H2O2 prof 0.3, Hsp70 act 0.0 and STAT1 activator 96.
Screening COc1ccc(C2Nc3ccccc3C(=O)N2c2ccc(F)cc2)cc1CSc1ccccn1 (stereo not drawn) returned APP 5'UTR act 34, TLR4-MyD88 BLA -7, STAT1 blocker -19, NF-kB neuron act 1.1, STAT3 inh -2, Efa HMGR inh -8, STAT3 activator 104, Redox H2O2 prof 2.8, Hsp70 act 0.2 and STAT1 activator 117.
`O=C(CSc1ncnc2c1nnn2Cc1ccccc1)NC1CCCC1` gave APP 5'UTR act -10, TLR4-MyD88 BLA 12, STAT1 blocker 4, NF-kB neuron act 1.2, STAT3 inh 11, Efa HMGR inh -3, STAT3 activator 97, Redox H2O2 prof -0.3, Hsp70 act -0.2 and STAT1 activator 96.
COc1cc(/C=N\NC(=O)Cn2nnc3ccccc32)cc(OC)c1OC was read as APP 5'UTR act -10, TLR4-MyD88 BLA -8, STAT1 blocker 9, NF-kB neuron act 1.2, STAT3 inh 9, Efa HMGR inh 3, STAT3 activator 100, Redox H2O2 prof -1.5, Hsp70 act 0.0 and STAT1 activator 96.
Screening Cc1ccc(C)c2nc(SCC(=O)N3CCCc4ccccc43)c(C#N)cc12 returned APP 5'UTR act 5, TLR4-MyD88 BLA -1, STAT1 blocker 3, NF-kB neuron act 0.99, STAT3 inh 9, Efa HMGR inh 3, STAT3 activator 100, Redox H2O2 prof -0.8, Hsp70 act -0.1 and STAT1 activator 97.
`Cc1cc(C2N=C(N)Nc3nc4ccccc4n32)c(C)n1-c1ccccc1Cl` (stereo not drawn) gave APP 5'UTR act 8, TLR4-MyD88 BLA 8, STAT1 blocker -1, NF-kB neuron act 0.98, STAT3 inh 4, Efa HMGR inh 0, STAT3 activator 101, Redox H2O2 prof -0.9, Hsp70 act -0.2 and STAT1 activator 102.
`CC(=O)Nc1ccc(Nc2nc(C)c([N+](=O)[O-])c(Nc3ccc(NC(C)=O)cc3)n2)cc1` gave APP 5'UTR act -17, TLR4-MyD88 BLA -5, STAT1 blocker -5, NF-kB neuron act 0.31, STAT3 inh 6, Efa HMGR inh -6, STAT3 activator 95, Redox H2O2 prof 0.5, Hsp70 act -0.3 and STAT1 activator 105.
`Cc1nnsc1C(=O)NC1CCCCC1` gave APP 5'UTR act 2, TLR4-MyD88 BLA -7, STAT1 blocker -4, NF-kB neuron act 1.2, STAT3 inh 13, Efa HMGR inh 5, STAT3 activator 97, Redox H2O2 prof -0.8, Hsp70 act -0.4 and STAT1 activator 104.
COc1ccc(/C=N/Nc2cc(C)nc(N)n2)cc1 was read as APP 5'UTR act 16, TLR4-MyD88 BLA -12, STAT1 blocker 2, NF-kB neuron act 1.4, STAT3 inh 11, Efa HMGR inh -2, STAT3 activator 93, Redox H2O2 prof -0.1, Hsp70 act 0.1 and STAT1 activator 98.
Cc1ncc(CO)c(/C=N/NC(=S)Nc2ccc(F)cc2)c1O was read as APP 5'UTR act -32, TLR4-MyD88 BLA 0, STAT1 blocker -2, NF-kB neuron act 0.79, STAT3 inh 19, Efa HMGR inh -1, STAT3 activator 90, Redox H2O2 prof 0.1, Hsp70 act -0.2 and STAT1 activator 102.
Screening CSc1nc(SC)c2c3c(oc2n1)COC(C)(C)C3 returned APP 5'UTR act 5, TLR4-MyD88 BLA -12, STAT1 blocker -8, NF-kB neuron act 1.2, STAT3 inh -4, Efa HMGR inh -4, STAT3 activator 109, Redox H2O2 prof -0.7, Hsp70 act -0.1 and STAT1 activator 108.
`c1cnc(Sc2ccc3nnnn3n2)nc1` gave APP 5'UTR act 4, TLR4-MyD88 BLA -15, STAT1 blocker -4, NF-kB neuron act 1.1, STAT3 inh 3, Efa HMGR inh -4, STAT3 activator 107, Redox H2O2 prof -0.7, Hsp70 act 0.1 and STAT1 activator 102.
Cc1ccc(NC(=O)c2cc3ccccc3oc2=O)cc1S(=O)(=O)N(C)C was read as APP 5'UTR act -47, TLR4-MyD88 BLA -1, STAT1 blocker 58*, NF-kB neuron act 0.54, STAT3 inh 100*, Efa HMGR inh 0, STAT3 activator 20, Redox H2O2 prof 0.4, Hsp70 act -0.2 and STAT1 activator 45.
`CCC(C)(C)NC(=O)C(c1ccc(F)cc1)N(Cc1cccc(OC)c1)C(=O)c1cnccn1` (stereo not drawn) gave APP 5'UTR act 0, TLR4-MyD88 BLA 7, STAT1 blocker 8, NF-kB neuron act 1.1, STAT3 inh 5, Efa HMGR inh -2, STAT3 activator 99, Redox H2O2 prof 0.2, Hsp70 act -0.2 and STAT1 activator 91.

Compound activity from PubChem.
